Screening data (PubChem BioAssay)
14-3-3 PPI – modulators of 14-3-3 gamma protein binding, primary screen, biochemical, fluorescence polarization; 14-3-3 protein gamma (Homo sapiens), P61981; FP, 14-3-3gamma / TMR-pS259-Raf peptide binding; inhibition, % at 40 µM; hit rate 0.19% among 160,000; AID 422, 2006; in the data active = inhibition above about 30%;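 also: 0% = protein plus tracer without compound and 100% = blank with tracer alone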
Target sequence (P61981 whole entry, looked up): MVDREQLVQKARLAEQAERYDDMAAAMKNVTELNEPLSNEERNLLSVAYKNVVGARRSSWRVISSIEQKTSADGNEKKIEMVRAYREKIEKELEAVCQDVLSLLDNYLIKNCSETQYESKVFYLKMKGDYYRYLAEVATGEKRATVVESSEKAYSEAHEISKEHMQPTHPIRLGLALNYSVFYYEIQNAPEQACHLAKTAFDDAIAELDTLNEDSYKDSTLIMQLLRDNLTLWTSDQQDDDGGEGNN
* marks the source's active call; other numbers are inactive results; & = joins results of further samples. Only part of the results is shown, so the mix of outcomes need not match the whole.

14-3-3 PPI	SMILES
0	Nc1ncnc2nc(SCC(=O)N3CCN(c4ccccc4)CC3)[nH]c12
-6	COc1ccc(Cc2nnc(SCc3nc4ccccc4c(=O)[nH]3)n2C)cc1
-8	O=C(CSc1nc2ccc(NC(=O)C3CCCCC3)cc2s1)NC1CC1
-5	CCN(CC)S(=O)(=O)c1ccc2oc(C(=O)NCc3cccnc3)c(C)c2c1
-1	COc1ccc(-c2cc(C(F)(F)F)n3nc(C(=O)O)nc3n2)cc1
2	CC(C)(C)c1cc(C(=S)N2CCN(CCO)CC2)cc(C(C)(C)C)c1O
3	COc1ccc(N2CCN(C(=O)c3cccn4c(=O)c5c(C)c(C)sc5nc34)CC2)cc1
-8	CC(C)c1cc(C(=O)NC2CCCCC2)no1
-21	CC1(C)Cc2c(C#N)c(N)sc(=S)c2CS1
-9	O=C(CCn1c(=O)c2ccccc2n(Cc2ccccc2)c1=O)NC1CCN(Cc2ccccc2)CC1
-1	CCOC(=O)c1c(Nc2ccc(Cl)cc2)cc(C)nc1C
-6	COC(=O)c1c(NC(=O)CN2CCC(C(N)=O)CC2)c2c(C)cccc2n1C

Next section.
14-3-3 PPI	SMILES
-2&-9	O=C(CC1Nc2ccccc2NC1=O)NCC1COc2ccccc2O1 (configuration not stated)
2	COc1ccc2cc3cc(C(=O)Nc4cccc(SC)c4)sc3nc2c1
-6	COc1cc(C(=O)NC(c2ccc(Cl)cc2)c2c(O)ccc3ccccc23)cc(OC)c1OC (configuration not stated)
-18	CC(=O)NC(C)(C)C1CC=C(C)/C(=N\O)C1 (configuration not stated)
-11	Cc1cc(C)c(O)c(-c2cc(C(=O)Nc3ccc(S(=O)(=O)N4CCOCC4)cc3)[nH]n2)c1
-7	Clc1ccc2nc3c(c(Nc4ccc5c(c4)OCCO5)c2c1)CCC3
2	O=C(Cn1nc(-c2ccccc2)c2ccccc2c1=O)NCc1ccccn1
2	CC(=O)Nc1ccc(S(=O)(=O)NCc2csc(-c3cccnc3)n2)cc1
-2	COc1ccccc1NC(=O)CSc1nc2ccc(N=Cc3ccc([N+](=O)[O-])cc3)cc2s1
16	CCSCCOC(=O)C1=C(C)NC2=C(C(=O)CC(C)(C)C2)C1c1ccccc1Br (configuration not stated)
-3	CCC(NS(=O)(=O)c1ccc(C)cc1)C(=O)NC1CCCC(C)C1C (configuration not stated)
-11	O=C(CN1/C(=C(/O)c2ccccc2)C(=O)c2ccccc2S1(=O)=O)c1ccccc1

In the list so far, 5 have a halogen:
14-3-3 PPI	SMILES
-1	COc1ccc(-c2cc(C(F)(F)F)n3nc(C(=O)O)nc3n2)cc1
-1	CCOC(=O)c1c(Nc2ccc(Cl)cc2)cc(C)nc1C
-6	COc1cc(C(=O)NC(c2ccc(Cl)cc2)c2c(O)ccc3ccccc23)cc(OC)c1OC (configuration not stated)
-7	Clc1ccc2nc3c(c(Nc4ccc5c(c4)OCCO5)c2c1)CCC3
16	CCSCCOC(=O)C1=C(C)NC2=C(C(=O)CC(C)(C)C2)C1c1ccccc1Br (configuration not stated)

Following part:
14-3-3 PPI	SMILES
-7	Cc1cccc(NC(=O)CSc2ncn[nH]2)c1
3	O=S(=O)(c1ccccc1)N1CCc2ccccc2C1
6	CC(N)=NCc1cccc(CN)c1
-5	Cc1ccc(Cl)cc1NC(=O)c1ccc(N2CC3CC(C2)c2cccc(=O)n2C3)c(NC(=O)c2cc3ccccc3oc2=O)c1 (configuration not stated)
-6	Cc1ccccc1NC(=O)CN(c1ccc(F)cc1)S(C)(=O)=O
-2	CC(=O)C1C(c2ccccc2)C2C(C)=NN=C2CC1(C)O (configuration not stated)
2	CC1=C(C(=O)OC2CCCC2C)C(c2ccc(C)cc2)NC(=O)N1 (configuration not stated)
3	C=C(C)C1Cc2c(C)nn(-c3nc(C)cc(C)n3)c2C1 (configuration not stated)
-8	CN1CC[n+]2c(CN3C(=O)c4ccccc4C3=O)csc21
-7	Cc1ccc(C(=O)Nc2ccccc2C(=O)NC2CCCCC2)cc1S(=O)(=O)N1CCOCC1
-7	Cc1csc(NC(=O)C2CCCN(S(=O)(=O)c3cccc4nsnc34)C2)n1 (configuration not stated)
0&-3	O=C(Nc1c2c(nn1-c1ccc(F)cc1)CS(=O)C2)C12CC3CC(CC(C3)C1)C2 (configuration not stated)

Next section
14-3-3 PPI	SMILES
5	Cc1ccc(C2C(=O)N(C3CCCCC3)CC(=O)N2CCc2ccc(Cl)cc2)cc1 (configuration not stated)
-6	O=C(c1cccc(C(=O)N2CCN(Cc3ccccc3)CC2)c1)N1CCN(Cc2ccccc2)CC1
-14	c1ccc(-c2oc3ncnc(NCCCN4CCOCC4)c3c2-c2ccccc2)cc1
-7	O=C1CN(C(=O)CCc2ccccc2)C(c2ccccc2)c2cc(Cl)ccc2N1 (configuration not stated)
-7	Cc1ccc(NC(=O)c2cc(-c3ccc(F)cc3)on2)cc1C
-6	CC(C)(C)C(=O)Nc1sc2c(c1C#N)CCC2
-21	COc1ccc(-c2cc(C(F)(F)F)n3nc(C(=O)Nc4nccs4)cc3n2)cc1
2	CCOc1ccc(Cn2nnc(C(=O)Nc3cc(OC)cc(OC)c3)c2N)cc1
2	CCN(CC)c1ccc(NC(=O)CSc2nnc(N)s2)cc1C
13	COc1ccc2cc3cc(C(=O)N4CCN(C)CC4)oc3nc2c1
-5	COCCCNC(=O)CN1C(=O)COc2ccc(C(C)(C)C)cc21
-1	COCCCn1c(=S)[nH]c2ccccc2c1=O

Additional records.
14-3-3 PPI	SMILES
-14	COc1ccccc1Nc1ncc(C(=O)N2CCN(C)CC2)c2ccccc12
0	COc1cccc(-c2nc(-c3ccccn3)no2)c1OC
-6	COc1ccc(CNC(=O)CN(C(=O)CCC(=O)Nc2ccccn2)c2ccccc2OC)cc1
6	CC(=O)Nc1nc(C)c(-c2csc(Nc3cccc([N+](=O)[O-])c3)n2)s1
-6	Cn1c(=O)c2c(nc(SCCN3CCOCC3)n2Cc2ccc(F)cc2)n(C)c1=O
-3	Cc1ccc2ccc(C(Nc3ccccn3)c3sccc3C)c(O)c2n1 (configuration not stated)
0&5	O=C(CCc1nc(-c2ccccc2F)no1)NC1CCCCC1
-57	COc1ccccc1C(=O)Oc1ccc(Cl)cc1NC1=NS(=O)(=O)c2ccccc21
4	Cc1ccc(S(=O)(=O)NC(CC(=O)NCc2ccccc2Cl)c2ccco2)cc1 (configuration not stated)
-24	Cc1ccc(O)c(C=Nc2ccc(Br)c3cccnc23)c1
-3	COc1ccc(-c2nnc(NC(=O)c3cc(Cl)ccc3Cl)o2)cc1
-1	Cc1cc(C)c(S(=O)(=O)Nc2c(C)n(C)n(-c3ccccc3)c2=O)c(C)c1

(further entries)
14-3-3 PPI	SMILES
-6&12	Cc1ccc2cc3cc(C(=O)NCCN4CCOCC4)oc3nc2c1
-8	O=C1CC(c2cccs2)CC2=C1C(c1cc3c(cc1[N+](=O)[O-])OCO3)Nc1ccccc1N2 (configuration not stated)
3	CCCCNC(=O)NC1C(NC(=O)NCCCC)N(C)C(=O)N1C (configuration not stated)
-18	O=[N+]([O-])c1nn(-c2ccc(Cl)cc2)n(O)c1=NCc1ccco1
0	O=C1CC(c2nc3ccccc3[nH]2)CN1c1ccccc1F (configuration not stated)
-3	CC1CCC(NC(=O)c2ccc(-n3c(=S)[nH]c4ccccc4c3=O)cc2)CC1 (configuration not stated)
-5&-8	CCOC(=O)C1CCCN(C(=O)CCn2nc(-c3ccccc3)ccc2=O)C1 (configuration not stated)
-9	O=C(NCc1ccccc1Cl)c1cc(=O)[nH]c2ccc(S(=O)(=O)N3CCOCC3)cc12
-149	COc1cc(C(c2c[nH]c3ccccc23)c2c[nH]c3ccccc23)cc(OC)c1O
-4	COc1ccc(CSc2nnc(-c3ccccc3)n2C)cc1
-2	Cc1ccc(C2/C(=C(\O)c3ccc(S(=O)(=O)N(C)C)cc3)C(=O)C(=O)N2CCN(C)C)cc1 (configuration not stated)
0	COC(=O)C1=CN(CC2CCCO2)C=C(C(=O)OC)C1c1ccc(OC)c(OC)c1 (configuration not stated)

(continued)
14-3-3 PPI	SMILES
1	COc1ccc(Nc2ncccc2C(=O)O)cc1
2	CC12C(=O)N(n3cnnc3)C(=O)C1C1C=CC2C1 (configuration not stated)
-33	Cc1ccc(-c2nc(S(=O)(=O)c3ccc(Cl)cc3)c(SCC(=O)NCC3CCCO3)o2)cc1 (configuration not stated)
-9	O=C(O)Cc1cccnc1
-1	CCc1ccc(NC(=O)C2CCCCC2C(=O)O)cc1 (configuration not stated)
1	CCCn1c(SCCN2C(=O)c3ccccc3C2=O)n[nH]c1=O
2	CC(=O)Nc1nc2cc3c(cc2s1)OCO3
-4	Cn1c(NCc2ccc3c(c2)OCO3)nc2c1c(=O)n(Cc1ccc(F)cc1)c(=O)n2C
-4	O=C(c1ccco1)N1C2C=CC(C2)C1(C(F)(F)F)C(F)(F)F (configuration not stated)
-7	CC(=O)c1ccc(OC(=O)c2ccc(Br)o2)cc1
2	COc1cccc(OCCOc2ccc3c(C)cc(=O)oc3c2)c1
4	CCOc1ccc(NS(=O)(=O)c2ccc3c(c2)CCN3C(=O)CC)cc1

Of the compounds above, these contain a thiophene ring, fused or not:
14-3-3 PPI	SMILES
3	COc1ccc(N2CCN(C(=O)c3cccn4c(=O)c5c(C)c(C)sc5nc34)CC2)cc1
2	COc1ccc2cc3cc(C(=O)Nc4cccc(SC)c4)sc3nc2c1
-6	CC(C)(C)C(=O)Nc1sc2c(c1C#N)CCC2
-3	Cc1ccc2ccc(C(Nc3ccccn3)c3sccc3C)c(O)c2n1 (configuration not stated)
-8	O=C1CC(c2cccs2)CC2=C1C(c1cc3c(cc1[N+](=O)[O-])OCO3)Nc1ccccc1N2 (configuration not stated)

Later entries.
14-3-3 PPI	SMILES
-163	CCCc1cc(NCCOC)n2c(nc3ccccc32)c1C#N
-4	CC1CCCN(S(=O)(=O)c2ccccc2[N+](=O)[O-])C1 (configuration not stated)
2	Cc1ccc(OCC(O)CN2CCCCC2C)c(C)c1 (configuration not stated)
-6	CCCCN(C(=O)NC(=O)Nc1ccccc1OCC)S(C)(=O)=O
-5	Cc1ccc(NC(=O)C2CCCN2S(=O)(=O)c2ccc(F)cc2)c(C)c1 (configuration not stated)
1	CCC(Oc1ccccc1)C(=O)Nc1nc2ccccc2[nH]1 (configuration not stated)
-1	CCOc1ccc(C2Nc3ccc4ccccc4c3C3=C2C(=O)CCC3)cc1 (configuration not stated)
1	Cc1cc(NC(=O)CSc2nc3c(c(=O)n2CCc2ccccc2)SC(C)C3)no1 (configuration not stated)
-4	O=C(Nc1cccc(C(F)(F)F)c1)NC1(c2ccccc2)CC1
-1	CCOc1ccc(N2CC(C(=O)O)CC2=O)cc1 (configuration not stated)
-1	COc1ccc(C(c2nnnn2C2CCCCC2)N2CCN(c3ccccc3)CC2)cc1 (configuration not stated)
-8	COc1ccc(NC(=O)CSc2nnc(CNC(=O)c3ccco3)o2)c(OC)c1

Next section.
14-3-3 PPI	SMILES
-8	COc1cc(CN2CCN(Cc3ccc([N+](=O)[O-])cc3)CC2)cc(OC)c1
-6	Cc1ccc2c(c1)c1c3n2CCN(C(C)c2ccccc2)C3CCC1 (configuration not stated)
-20	Cc1ccc2oc(-c3ccc(NC(=O)c4cc5ccccc5o4)cc3O)nc2c1
9	COc1ccc2c(c1)CN(Cc1ccc3c(c1)OCO3)CO2
-1	O=C(NC1CCCCCC1)c1ccc(CS(=O)(=O)Cc2cccc(Cl)c2)o1
21	O=C1CC(c2ccco2)CC(O)=C1C=NCCN1CCN(C2CC(=O)N(c3ccccc3)C2=O)CC1 (configuration not stated)
-5	CN1CCN(S(=O)(=O)c2ccc(Br)s2)CC1
-10	O=C(Nc1cccc2c1CCCC2)C1CCN(C(=O)NC2CCCCC2)CC1
-11	CCOC(=O)c1c(C)c(C(=O)NCC2CCCO2)c(C)n1CC (configuration not stated)
1	COc1ccc(C2=NC(c3cc(Br)ccc3OC)NC(c3ccccc3O)C2)cc1 (configuration not stated)
-13	Cn1nc(-c2ccc(C(=O)Nc3cccnc3)cc2)c2ccccc2c1=O
-8	Cc1nc(N)c(C#N)c(-c2cccnc2)c1C

Next part; it opens with the 2 that closed the last part.
14-3-3 PPI	SMILES
-13	Cn1nc(-c2ccc(C(=O)Nc3cccnc3)cc2)c2ccccc2c1=O
-8	Cc1nc(N)c(C#N)c(-c2cccnc2)c1C
-135	Cc1cc(NC(=O)c2ccccc2[N+](=O)[O-])nc2c1c(=O)oc1ccccc12
-3	COc1ccc(N2CCN(CCCNC(=O)c3cc4sccc4n3C)CC2)cc1
-73	CCOc1ccc2nc(SC3CC(=O)N(c4ccc(C)cc4C)C3=O)sc2c1 (configuration not stated)
1	O=C(COC(=O)c1cccc(N2C(=O)c3ccccc3C2=O)c1)c1cccc([N+](=O)[O-])c1
-3	COc1cccc2c1OC1(C)C(C)C2NC(=S)N1c1cccc(Cl)c1 (configuration not stated)
-12	CCOCCOC(=O)C1=C(C)NC2=C(C(=O)CC(C)(C)C2)C1c1ccc(OC)c(O)c1 (configuration not stated)
-14	CCn1c(SCC(=O)NCCOC)nc2sc3c(c2c1=O)CCCC3
-2	CCCS(=O)(=O)N1CCN(C2CCCCC2)CC1
2	C=CCn1c(=N)n(CC(O)c2ccc(OCC)cc2)c2ccccc21 (configuration not stated)
-10	Cn1c(=O)c2c(nc(Br)n2C)n(C)c1=O
5	O=C(OC(c1ccccc1)c1nccc2ccccc12)c1ccc(F)cc1 (configuration not stated)
-3	Cn1cnnc1SCc1ccc(C#N)cc1

Carrying on:
14-3-3 PPI	SMILES
-5&2	Cc1ccc(C(C)C)c(OCCNS(C)(=O)=O)c1
11	O=C(Nc1c2c(nn1-c1ccc(F)cc1)CS(=O)(=O)C2)c1cccs1
1	CC1(C)Cc2c(c(-c3ccccc3)nc3oc(C(=O)c4ccccc4)c(N)c23)CO1
-8	CCOC(=O)NCc1ccc(Cl)c(Cl)c1
-110	CCCSc1oc(-c2cccs2)nc1S(=O)(=O)c1ccccc1
-23	CCOC(=O)c1c(NC(=O)c2ccc(Cn3cc(Cl)cn3)o2)sc2c1CCCCC2
-7	Cc1cc(C(=O)Nc2nc3c(s2)CCCC3)no1
-10	C=CCC1c2cccc(C(=O)OC)c2C(=O)N1c1ccccc1 (configuration not stated)
-1	O=C1SC(Nc2ccccc2Br)C(=O)N1c1ccccc1 (configuration not stated)
-6	Cc1ccccc1-n1cc(-c2ccccc2)nc1SCC(=O)Nc1ccccc1
